Bioassay records as filed in PubChem BioAssay.
AHR activator: activators of human aryl hydrocarbon receptor; AHR-responsive luciferase reporter cells, luminescence; activation, % at 5 µM; actives 2.5% (n = 320,000); AID 2796; in the data active = activation above about 47%;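 note: 0% = vehicle wells and 100% = reference agonist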
PP5 inh: PP5 (human) phosphatase inhibition; P53041; purified PP5c, OMFP substrate fluorescence; inhibition, % at 6.7 µM; actives 0.18% (n = 320,000); AID 1987;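 active = inhibition above the campaign's mean inhibition across all tested compounds plus 3 SD, cut at about 9.5% in these data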;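 note: 0% = DMSO only and 100% = 100 µM cantharidin control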
proCasp7 act: activates human procaspase-7, counter-screen for procaspase-3 activators; P55210; recombinant procaspase-7, Ac-DEVD-pNA absorbance 405 nm; D23A/D198A/D206A triple mutant, cannot self-cleave; scale: DMSO 0, 5 µM enzyme 100; activation, % at 8.5 µM; actives 0.093% (n = 330,000); AID 463210;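 active = percent activation above the screen-wide mean plus 3 SD, cut at about 25% in these data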
Target sequence (P55210 whole entry D23A/D198A/D206A): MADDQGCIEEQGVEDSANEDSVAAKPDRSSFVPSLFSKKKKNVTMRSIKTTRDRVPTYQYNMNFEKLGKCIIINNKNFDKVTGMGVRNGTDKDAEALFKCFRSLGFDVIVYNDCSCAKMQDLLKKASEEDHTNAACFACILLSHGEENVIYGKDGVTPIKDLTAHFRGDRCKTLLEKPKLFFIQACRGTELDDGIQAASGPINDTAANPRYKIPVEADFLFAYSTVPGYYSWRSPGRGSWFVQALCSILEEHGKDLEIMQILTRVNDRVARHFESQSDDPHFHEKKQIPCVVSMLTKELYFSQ
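Material: Procaspase-7 triple mutant (PC-7 D3A) | Quantity: 2 µM procaspase-7 mutant as dispensed | Reagent: DEVD-pNA substrate | Times: 1 h preincubation, 2 h reaction | Technique: 405 nm absorbance of p-nitroaniline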
procasp3 activ: activators of human procaspase-3. P42574. recombinant procaspase-3 D3A, Ac-DEVD-pNA absorbance 405 nm. activation, % at 8.5 µM. actives 0.11% (n = 330,000). AID 463141;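 active = activation above the mean of all tested compounds plus 3 SD, cut at about 21% in these data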;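 note: 0% = DMSO alone and 100% = DMSO wells spiked with extra 5 µM PC-3 D3A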
Target sequence (P42574 whole entry D9A/D28A/D175A): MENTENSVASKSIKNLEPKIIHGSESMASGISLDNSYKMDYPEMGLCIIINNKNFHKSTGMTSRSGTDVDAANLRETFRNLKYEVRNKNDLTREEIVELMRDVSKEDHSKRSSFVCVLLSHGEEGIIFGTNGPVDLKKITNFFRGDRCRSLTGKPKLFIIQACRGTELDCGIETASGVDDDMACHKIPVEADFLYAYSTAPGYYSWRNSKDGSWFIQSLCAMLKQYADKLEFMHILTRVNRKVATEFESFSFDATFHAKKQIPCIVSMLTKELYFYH
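Technique: 405 nm absorbance of p-nitroaniline, reads at 0 and 120 min; Test system: Procaspase-3 D3A mutant; Incubation: 1 h enzyme-compound preincubation, then 2 h substrate reaction, 25 °C; Repeats: singlicate, each compound tested once; Benchmarks: low control DMSO wells, high control DMSO plus 5 µM PC-3 D3A.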
PP1 inh: PP1-alpha (human) inhibition in PP5 counter-screen; inhibition, % at 6.7 µM; purified PP1alpha, OMFP fluorescence; actives 0.9% (n = 320,000); P62136;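 active = inhibition above the mean inhibition of all tested compounds plus 3 SD, computed separately for each screening campaign, cut at about 15% in these data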
Target sequence (P62136 whole entry, looked up): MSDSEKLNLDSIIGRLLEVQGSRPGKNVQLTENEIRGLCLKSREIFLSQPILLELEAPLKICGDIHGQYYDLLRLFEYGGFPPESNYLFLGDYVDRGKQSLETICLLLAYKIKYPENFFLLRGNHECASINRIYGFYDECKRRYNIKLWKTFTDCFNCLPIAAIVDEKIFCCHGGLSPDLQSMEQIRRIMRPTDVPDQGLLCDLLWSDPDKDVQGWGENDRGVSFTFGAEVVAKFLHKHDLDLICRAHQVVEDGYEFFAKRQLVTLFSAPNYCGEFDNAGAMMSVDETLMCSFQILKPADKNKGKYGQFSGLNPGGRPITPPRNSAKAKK
PAFAH2 inh: inhibitors of human PAFAH2. inhibition, % at 3.39 µM. AID 492956. Q99487. actives 0.99% (n = 340,000). recombinant PAFAH2, FP-rhodamine activity probe, fluorescence polarization;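 active = inhibition above the mean over all tested compounds plus 3 SD, cut at about 30% in these data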;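 note: inhibitors block probe labeling of enzyme so polarization drops; 0% = enzyme with DMSO and 100% = wells lacking PAFAH2 protein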
core dimer inh: blocks dimerization of HCV core protein; TR-FRET GST/Flag-core106 dimerization, 1536-well; inhibition, % at 5 µM; actives 0.33% (n = 300,000);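 active = inhibition above the mean of all tested compounds plus 3 SD, set per screening campaign, cut at about 45% in these data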
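Assay system: GST-tagged and Flag-tagged HCV core protein residues 1-106 / Times: compound-protein-antibody incubation 4 h at 22.5 °C / Signal: time-resolved FRET, ex 340 nm, em 617 and 671 nm / Evaluation: % inhibition based on acceptor/donor emission ratio / Benchmarks: wells lacking GST-core106 and wells with excess unlabelled core106 / Repeats: singlicate, one well per compound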
TPT1 inh: inhibitors of Candida albicans tRNA 2'-phosphotransferase TPT1. actives 0.81% (n = 300,000). AID 1962. inhibition, % at 5 µM. recombinant caTPT1, FP RNA substrate dephosphorylation;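 active = inhibition above the mean of all tested compounds plus 3 SD, set per screening campaign, cut at about 24% in these data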;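 note: plate controls were DMSO alone for no effect and ferristatin control at 100 nM for full effect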
CTSL1 counter: blocks F. hepatica cathepsin L1 in PFM18AAP counter-screen | recombinant F. hepatica cathepsin L1, Z-Leu-Arg-MCA fluorescence | actives 0.49% (n = 300,000) | AID 1906 | inhibition, % at 5.96 µM;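 active = inhibition above the mean of all tested compounds plus 3 SD, set per screening campaign, cut at about 17% in these data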;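 note: 0% = plate median of test compound wells and 100% = 1 µM Z-Phe-Ala-diazomethylketone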
The depositor's hits bear a star; . = not tested or not shown.

Under each structure – AHR activator	PP5 inh	proCasp7 act	procasp3 activ	PP1 inh	PAFAH2 inh	core dimer inh	TPT1 inh	CTSL1 counter
Cc1ccc(CN2CCNC(=O)C2CC(=O)N2CCN(c3ncccn3)CC2)o1 (stereo not given)
 : 0	1.6	-15	-10	-1	1	-2	-1	8
COc1ccc(-c2cc(C(=O)N(C)Cc3ccccc3)c3ccccc3n2)cc1
 : 15	2.1	-1	-9	-1	-1	13	1	-3
COc1ccc(-c2noc(N3CCC(C(=O)NCCCN4CCC(C)CC4)CC3)n2)cc1
 : -1	0.8	-4	2	4	-1	-8	-3	-4
O=C1NC(=O)C2(CCC(C(=O)O)C2)N1 (stereo not given)
 : 1	2.1	8	-6	-4	-1	-2	-7	-4
O=C(N1CCCCC1)N1CCN(c2ccc(Cl)cc2)CC1
 : -2	-0.5	1	8	-2	3	-1	-1	0
COc1ccc(CCNC(=O)c2cc(-c3cc(Cl)ccc3O)n[nH]2)cc1OC
 : 6	7.1	2	-3	3	0	-5	-3	5
C#CCNC(=O)C1=C[C@H](c2ccc(C(F)(F)F)cc2)C[C@H](OCc2ccc(CO)cc2)O1
 : 9	0.6	5	10	-2	7	13	2	1
CCN(Cc1ccncc1)Cc1nc(-c2ccc(C(=O)OC)cc2)no1
 : 7	-0.1	3	3	-3	2	0	-2	-3
N/C(=N\OC(=O)c1csnn1)c1ccc(C(F)(F)F)cc1
 : 1	-0.2	-11	-5	-1	2	3	3	-3
CC1CCCC(NC(=O)CCNC(=O)c2ccccc2Cl)C1C (stereo not given)
 : -1	2.2	0	3	-2	-3	-11	-2	2

The list goes on (3 carried over from the part before).
Under each structure – AHR activator	PP5 inh	proCasp7 act	procasp3 activ	PP1 inh	PAFAH2 inh	core dimer inh	TPT1 inh	CTSL1 counter
CCN(Cc1ccncc1)Cc1nc(-c2ccc(C(=O)OC)cc2)no1
 : 7	-0.1	3	3	-3	2	0	-2	-3
N/C(=N\OC(=O)c1csnn1)c1ccc(C(F)(F)F)cc1
 : 1	-0.2	-11	-5	-1	2	3	3	-3
CC1CCCC(NC(=O)CCNC(=O)c2ccccc2Cl)C1C (stereo not given)
 : -1	2.2	0	3	-2	-3	-11	-2	2
COc1cc(-c2noc(C)c2/C=C/c2ccc(N)cc2)cc(OC)c1OC
 : 71*	-0.8	2	-1	2	4	17	5	4
O=C(Nc1ccc(N2CCOCC2)cc1)c1ccc2ncsc2c1
 : -2	.	-12	0	.	-6	.	.	.
CCOc1cc(C2C(C(C)=O)=C(C)Nc3ncnn32)ccc1O (stereo not given)
 : 2	0.0	2	4	-2	0	6	0	4
CCOc1ccc2nc(/N=C/c3c(C)[nH]n(-c4ccccc4)c3=O)sc2c1
 : 45	2.0	3	1	2	-2	-7	-3	-2
O=C(N/N=C/c1ccccn1)c1cc(-c2ccccc2)nc2ccccc12
 : 30	2.4	-2	-8	-7	.	1	3	0
O=C(OCC#CCSc1nnc(-c2ccc(Br)cc2)o1)c1ccco1
 : 13	-0.7	7	0	-4	0	10	-3	0
CC(C)n1nnnc1SCC(=O)N1CCOCC1
 : 1	-0.2	7	0	-4	7	-3	-1	-4
COc1ccc(C2C3=C(CC(c4ccco4)CC3=O)Nc3ccccc3N2C(C)=O)cc1 (stereo not given)
 : 0	-1.2	1	-3	0	-4	-2	-5	3
O=C1CCN(Cc2ccccc2)S(=O)(=O)c2ccccc21
 : 1	1.2	-7	10	-1	1	-10	1	-1
CC1CCc2onc(C(=O)O)c2C1 (stereo not given)
 : 0	0.3	-6	1	0	-1	3	4	2
COc1ccccc1CCn1c(N)cc(=O)[nH]c1=O
 : 53*	0.0	2	2	0	7	-18	-4	0
CNC(=O)C(=O)NCC1OCCN1S(=O)(=O)c1ccc(C)cc1 (stereo not given)
 : 1	0.3	4	0	-4	7	0	0	2
CCOc1ccc(CCNC(=O)c2ccc3c(c2)NC(=O)C2CCCN32)cc1OCC (stereo not given)
 : 3	0.7	2	3	1	.	17	11	0
O=C(O)C1=C(C(=O)Nc2ccc(F)c(Cl)c2)CCCC1
 : -2	-0.7	9	8	-2	-2	-1	1	-1
CSc1cccc2sc(NC(=O)C3=COCCO3)nc12
 : 6	0.4	8	10	-1	4	0	-2	-2
O=C(NCc1cccnc1)C1CCCN(Cc2cnn(-c3ccccc3)c2-n2cccc2)C1 (stereo not given)
 : -3	-0.6	7	0	-3	-3	-3	-3	-2
CCOC(=O)c1sc(NC(=O)C(CC)Sc2nnc3c4ccccc4n(CC)c3n2)nc1C (stereo not given)
 : 4	-2.9	1	8	2	-1	1	2	-2
COC1(OC)N=C(N)C2(C#N)C(c3ccc4c(c3)OCO4)C12C#N (stereo not given)
 : 18	0.0	19	-3	-6	5	-8	-7	-4
Brc1ccc(-c2nc(-c3ccncc3)no2)o1
 : 16	3.0	3	0	-2	-3	-3	-1	-3
O=C(NCc1ccco1)C1CCCN(S(=O)(=O)c2ccc(Cl)cc2)C1 (stereo not given)
 : 0	-0.2	11	-13	-1	-4	2	0	1
Cc1cc(C)n(-c2nc(-n3nc(C)cc3C)c3c4c(sc3n2)COC(C)(C)C4)n1
 : 13	1.2	20	1	-1	.	10	-5	-3
c1ccc(-c2nc3ccccc3nc2-c2ccccn2)nc1
 : 9	4.8	-3	-3	-1	-10	1	-2	2
CCN(CC)C(=O)C(C(=O)c1cccc([N+](=O)[O-])c1)n1cc(Cl)ccc1=O (stereo not given)
 : -2	-2.9	7	5	-2	8	-1	0	2
CC1CCCCN1C(=O)CSc1nc(N)nc(N)n1 (stereo not given)
 : -2	-0.9	2	-4	4	5	1	3	4
COc1ccccc1CC(Cc1nc2ccccc2[nH]1)c1nc2ccccc2[nH]1 (stereo not given)
 : 19	0.0	2	-14	-2	-2	2	-1	1
CCCCN(C)S(=O)(=O)c1cc(Br)cc2c1N(C(=O)C1CC1)CC2
 : 5	4.5	8	1	1	2	10	4	-5
COc1cccc(N=CC2=C(O)CC(C)(C)CC2=O)c1
 : 5	-0.2	4	8	0	-2	0	-2	1
Cc1cc(/C=C2\SC(=S)NC2=O)c(C)[nH]1
 : 24	0.8	-14	-1	0	15	-20	131*	4
CC(C)[C@H](NC(=O)c1ccccc1)C(=O)OCC(=O)NCc1ccc2c(c1)OCO2
 : 2	.	1	-1	.	1	.	.	.
Cc1ccc(N(CCC#N)C(=O)COC(=O)c2ccccn2)cc1
 : 1	0.8	4	3	-1	14	-3	-3	-2
N#Cc1c(N)c(C(=O)c2ccc(Br)cc2)n2c1CCC2
 : 20	0.5	8	-4	-3	-9	8	-1	-2
COCc1cc(=O)[nH]c2cc(NC(=O)c3cccc(OC)c3)c(C)cc12
 : 12	0.4	4	11	-4	-4	12	-1	5
O=C(NCCC(=O)N1CCCC(C(F)(F)F)C1)c1ccc(Br)cc1 (stereo not given)
 : 2	0.1	9	1	-12	6	3	4	-3
COc1cccc(C2C(=O)N(C3CCCCC3)CC(=O)N2Cc2ccc(F)cc2)c1 (stereo not given)
 : -4	0.3	6	4	1	7	-73	0	3
CC(C)(C)OC(=O)N1CCCN(C(=O)Nc2ccc(C(F)(F)F)cc2)CC1
 : -3	-0.5	-1	5	1	.	-1	-4	-1
COc1cccc2cc(C(=O)N(C)C3CCN(C)CC3)c(=O)oc12
 : -2	-0.6	3	7	-2	13	-1	-3	3
COc1cccc(NC(=O)CN(c2ccc3c(c2)OCO3)S(C)(=O)=O)c1
 : 15	1.6	3	-8	2	.	4	-4	3
CCc1cccc(CC)c1NC(=S)NCCc1c(C)[nH]c2ccc(C)cc12
 : 11	3.0	4	-4	3	10	9	-3	0
COc1ccc(N2C(=O)CCC(C(=O)Nc3cccc(C)n3)C2c2ccc(OC)c(OC)c2)cc1 (stereo not given)
 : -1	1.4	1	0	-5	-5	5	-3	-1
O=C(c1ccc2nc[nH]c2c1)N1CCc2ccccc2C1
 : 13	-1.1	5	-4	-2	-1	-5	-1	5
COCCCn1cn[nH]c1=S
 : -1	0.2	3	1	0	2	-11	-3	3
CC1=C(OC(=O)c2ccc(Br)cc2)C(C)(C)C(c2ccccc2)OC1=O (stereo not given)
 : 0	1.4	3	6	1	3	11	-2	3
COc1ccccc1CNC(=O)N/C=C/c1ccc(Cl)cc1
 : 1	-0.2	3	-1	-2	-6	16	0	-1
CCn1nc(C(=O)Nc2cccc3ccccc23)c(Cl)c1Cl
 : 85*	5.3	-4	-6	-3	5	2	5	-2
CC(=O)Nc1sc(C)c(C)c1C(=O)Nc1ccc(C)cc1
 : 9	-0.3	-8	1	-3	1	5	-2	0
Cc1nn(-c2cc(N3CCCCC3)ccc2[N+](=O)[O-])c(=O)c2ccccc12
 : -1	2.5	9	-4	6	1	3	-1	16
Cc1ccc(CNC(=O)CN(c2cccc([N+](=O)[O-])c2)S(C)(=O)=O)cc1
 : 3	-1.8	3	2	3	-4	0	-2	1
O=C(NNc1cccc(Cl)n1)Nc1ccc(Cl)cc1
 : 11	-0.9	6	5	-1	3	-3	3	0
Cc1ccccc1C(=O)O/N=C(\c1ccccc1)c1ccccn1
 : 1	2.6	3	5	2	2	8	3	-2
Cc1c(C(=O)NCc2ccccn2)oc2ccc(Br)cc12
 : 48*	2.4	1	-4	1	-8	2	-1	-3

Remaining list, next part:
Under each structure – AHR activator	PP5 inh	proCasp7 act	procasp3 activ	PP1 inh	PAFAH2 inh	core dimer inh	TPT1 inh	CTSL1 counter
CCOC(=O)C1CCN(c2ncnc3c2oc2ccc(Cl)cc23)CC1
 : 11	2.0	-1	5	0	5	5	0	-1
Cc1c(CCO)c(=O)n(-c2ccccc2)n1S(=O)(=O)c1ccc(Cl)cc1
 : 1	3.7	1	4	1	3	-4	-1	-3
Cc1ccc(O)c(O)c1
 : 0	0.0	-31	-28	-3	.	-2	-2	-1
COCCNC(=O)/C(C#N)=C/c1ccc(OCC(=O)NC2CCCCC2)cc1
 : -2	-1.1	-2	-2	0	2	-2	-3	-5
CCOc1ccc(S(=O)(=O)n2nnc3ccccc32)cc1C(C)C
 : -1	-0.7	-5	-7	-1	.	3	-1	5
CCOc1ccc(-c2nnc3ccc(SCC(=O)NCc4ccco4)nn23)cc1
 : 24	2.5	-8	-1	1	1	-3	2	-4
COc1cc(-c2c(-c3ccc4c(c3)OCO4)noc2-c2ccsc2)ccc1F
 : 9	5.0	7	9	-5	-5	10	-1	2
Cc1cc(C)c2nc(-c3ccccn3)cc(C(=O)Nn3cnnc3)c2c1
 : 11	0.4	0	2	2	-1	11	0	-1
CC1CCCCN1S(=O)(=O)c1ccccc1[N+](=O)[O-] (stereo not given)
 : 2	-0.2	10	-6	-1	4	2	3	-5
O=C(NCCN1CCN(Cc2ccc([N+](=O)[O-])cc2)CC1)C(=O)Nc1ccccc1
 : -4	0.5	-8	1	-4	1	3	1	1
COc1ccc(N=CC2=C(O)c3ccccc3C2=O)cc1
 : 2	-0.3	-4	4	-1	5	-1	0	1
COc1cc2ccccc2cc1C(=O)N(CCN(C)C)c1nc2c(C)cccc2s1
 : 2	0.8	4	6	5	6	-11	0	-4

Compounds were not picked by outcome. About 5.6% of those tested had a hit in this group.
